E coli Lon inh – inhibits E. coli Lon protease; purified E. coli Lon protease, fluorescence polarization; inhibition, % at 7.94 µM; 0.42% of 360,000 active; AID 602123; in the data active = inhibition above about 13%, passing the limit was not always enough;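 also: 0% = enzyme with probe and DMSO and 100% = no enzyme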
Rin1 Abl inh – blocks binding of human Rin1 to Abl. inhibition, % at 7.35 µM. 0.4% of 360,000 active. P00519+Q13671. AID 588664. TR-FRET Rin1/Abl binding, biochemical; in the data active = inhibition above about 5%, passing the limit was not always enough
Neddyl block – blocks human cullin neddylation. P61081+Q13564. TR-FRET cullin neddylation, biochemical. calls only at 25 µM. 0.58% of 360,000 active. AID 651699; in the data active = inhibition above about 36%
Target sequence (P61081 whole entry, looked up): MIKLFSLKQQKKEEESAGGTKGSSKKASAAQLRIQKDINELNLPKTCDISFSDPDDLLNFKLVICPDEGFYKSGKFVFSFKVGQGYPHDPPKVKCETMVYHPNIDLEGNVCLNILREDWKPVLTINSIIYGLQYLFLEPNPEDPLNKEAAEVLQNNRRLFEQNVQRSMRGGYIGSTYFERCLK
Target sequence (Q13564 whole entry, looked up): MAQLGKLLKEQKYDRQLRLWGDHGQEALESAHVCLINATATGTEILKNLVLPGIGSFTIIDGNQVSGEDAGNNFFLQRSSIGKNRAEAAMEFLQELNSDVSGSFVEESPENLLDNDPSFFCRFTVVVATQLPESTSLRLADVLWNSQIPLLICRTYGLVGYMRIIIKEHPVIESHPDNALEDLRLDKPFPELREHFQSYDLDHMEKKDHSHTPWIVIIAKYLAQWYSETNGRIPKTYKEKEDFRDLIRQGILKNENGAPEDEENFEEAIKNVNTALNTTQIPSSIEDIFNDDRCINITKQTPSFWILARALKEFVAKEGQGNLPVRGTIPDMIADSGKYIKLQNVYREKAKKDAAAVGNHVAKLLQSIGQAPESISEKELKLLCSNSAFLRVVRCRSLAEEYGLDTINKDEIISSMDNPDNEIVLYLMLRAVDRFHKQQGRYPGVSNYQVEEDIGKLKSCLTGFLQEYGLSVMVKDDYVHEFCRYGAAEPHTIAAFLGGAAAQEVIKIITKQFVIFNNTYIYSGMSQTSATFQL
PABP1 MLLE inh – inhibitors of microRNA-mediated deadenylation, human PABP1 MLLE binding; 0.36% of 360,000 active; AID 588489; GST-MLLE / FITC-PAM2 fluorescence polarization; inhibition, % at 20 µM; in the data active = inhibition above about 35%, passing the limit was not always enough;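 also: plate controls were DMSO wells with GST-MLLE for no effect and wells lacking GST-MLLE protein for full effect; some results filed as inactive read as strong as hits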
bovine MsrA act – activators of bovine methionine sulfoxide reductase A; 0.3% of 360,000 active; purified bovine MsrA, absorbance read-out; AID 602163; activation, % at 10.6 µM; in the data active = activation above about 7.5%;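 also: 0% = vehicle and 100% = reference activator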
CSN deneddyl inh – CSN deneddylation inhibition. 0.38% of 360,000 active. Purified CSN, SCF-Nedd8-OG deneddylation, fluorescence polarization. inhibition, % at 12.5 µM;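 active = pattern-corrected inhibition above about 35%, with an unprinted fluorescence ratio check between 0.5 and 1.5, limit read from the data, passing the limit was not always enough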;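 also: 0% = enzyme with substrate and 100% = substrate without enzyme; some results filed as inactive read as strong as hits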
Target sequence (Q92905 whole entry, looked up, one chain of several): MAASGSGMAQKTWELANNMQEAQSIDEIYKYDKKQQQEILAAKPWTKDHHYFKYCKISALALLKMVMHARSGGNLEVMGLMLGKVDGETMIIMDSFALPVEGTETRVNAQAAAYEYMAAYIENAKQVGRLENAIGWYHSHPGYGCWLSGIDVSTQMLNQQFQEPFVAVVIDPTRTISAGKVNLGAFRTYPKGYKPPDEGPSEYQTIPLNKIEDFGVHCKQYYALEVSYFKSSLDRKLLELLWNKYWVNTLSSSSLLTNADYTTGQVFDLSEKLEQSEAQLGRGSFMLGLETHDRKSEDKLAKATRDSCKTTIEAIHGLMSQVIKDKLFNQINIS
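assay system = purified human Csn5 enzyme expressed in HEK293T cells | amount = 0.24 nM enzyme | buffer or medium = Tris/NaCl/DTT buffer, pH 7.5 | reagent = 10 nM SCFSkp2-Nedd8OG | compound = one concentration, 12.5 µM, 0.25% DMSO | times = 90 min reaction at room temperature | signal = FP | read-out basis = % inhibition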
MsrA inhibitor – bovine MsrA inhibition | inhibition, % at 15.5 µM | 0.75% of 360,000 active | purified bovine MsrA, absorbance read-out | AID 651718; in the data active = inhibition above about 4.5%;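 also: 0% = vehicle wells with enzyme and 100% = reference inhibitor wells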
TbMetRS inhib – blocks T. brucei methionyl-tRNA synthetase activity. purified T. brucei MetRS, ATP depletion, Kinase-Glo luminescence. inhibition, % at 11.9 µM. 0.4% of 360,000 active;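 active = inhibition above a per-plate cutoff of the control wells' mean inhibition plus 3 SD, cut at about 5.5% in these data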;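 also: 0% = DMSO wells median and 100% = median of wells with control inhibitor compound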
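assay system = parasite MetRS enzyme | timing = 15 min preincubation, 2 h reaction, all 25 °C | evaluation = percent inhibition relative to median high and low control wells | medium = HEPES buffer containing pyrophosphatase, BSA, spermine, DTT | compound = single dose, 11.9 µM final nominal, 0.9% final DMSO | detection = Kinase-Glo luminescence, ATP depletion format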
FAS TE block – blocks the thioesterase domain of human fatty acid synthase | P49327 | recombinant FAS-TE, OMFH fluorogenic substrate, fluorescence endpoint | 0.67% of 360,000 active | AID 602261 | inhibition, % at 15 µM;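 active = compounds whose normalised, plate-corrected inhibition of enzyme fluorescence in the single-dose primary screen is 50% or more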;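 also: 0% = DMSO with enzyme and 100% = substrate without enzyme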
An asterisk follows results filed as active; i = inactive; / = not tested or not shown.

SMILES	E coli Lon inh	Rin1 Abl inh	Neddyl block	PABP1 MLLE inh	bovine MsrA act	CSN deneddyl inh	MsrA inhibitor	TbMetRS inhib	FAS TE block
CC(=O)Nc1ccc(-c2ccnc3c2CC(C(=O)Nc2cccc(N(C)C)c2)O3)cc1 (configuration not stated)	1	-1	i	4	-3	-4	0.8	-0.3	-4
O=C(Cn1cc([N+](=O)[O-])cn1)Nc1nccs1	5	0	i	-8	1	-8	1.6	-0.5	-4
COc1ccccc1OC(C)C(=O)N1CCc2ccccc21 (configuration not stated)	-2	3	i	-6	-3	-2	2.3	-0.3	-7
Cc1sc2ncnc(SCC(=O)NCC3CCCO3)c2c1C (configuration not stated)	-3	-4	i	17	-1	0	0.5	0.3	-6
S=C(NCCN1CCOCC1)N1CCN(c2cccc(Cl)c2)CC1	10	1	i	-148	-12	1	-0.6	-0.8	-6
CCn1nnnc1SCC(=O)N(C1CCCCC1)C1CCCCC1	4	1	i	-8	-1	5	-1.2	0.4	11
COc1cc(/C=N/Nc2ccc(C)cc2)cc(Br)c1O	-12	-3	i	10	-5	7	4.5	-0.2	12
O=C(CCCn1c(SCC(=O)c2ccc(Cl)cc2)nc2ccccc2c1=O)NCc1ccco1	-9	4	i	2	-7	-3	-0.4	-0.8	-10
O=C(C1CC(=O)N(c2ccc(Cl)cc2)C1)N1CCC(c2nc3ccccc3[nH]2)CC1 (configuration not stated)	-2	2	i	-2	-2	0	-0.2	1.8	5
CCCCN(C(=O)CSc1ncn[nH]1)c1c(N)n(Cc2ccccc2)c(=O)[nH]c1=O	-3	3	i	-1	-3	-4	0.8	-0.4	-8
O=C(CSc1n[nH]c(=O)n1-c1ccccc1)Nc1ccccc1	9	-2	i	-26	0	-3	1.1	0.2	-1
COc1cc(NC(=S)NCc2ccco2)cc(OC)c1	-4	-4	i	-7	2	10	-0.1	-1.2	-3
O=C(CC1(O)C(=O)Nc2ccccc21)c1cccc(-n2cccc2)c1 (configuration not stated)	-3	-2	i	-1	-8	4	0.0	-0.2	-5
Nc1ccc2nc(CCCCCCc3nc4ccc(N)cc4[nH]3)[nH]c2c1	0	2	i	-41	-11	-1	0.8	-0.2	-6
CCOc1ccc(NC(=O)CC2C(=O)N(c3ccc(OC)cc3)C(=O)N2CCc2ccc(OC)c(OC)c2)cc1 (configuration not stated)	-3	-2	i	12	-3	0	-0.5	0.4	5
O=C(NCc1ccccn1)C(=O)Nc1ccccc1	-4	2	i	9	-2	2	-0.2	0.3	-4
COc1ccc(/C=N\n2nnc3ccccc32)cc1	3	-2	i	-7	-2	-4	2.0	0.0	8
C[C@@H](C(=O)Nc1ccc2c(c1)OCO2)n1c(=O)[nH]c2ccccc2c1=O	9	7	i	-5	0	5	-0.7	-0.6	-2
CCOC(=O)c1cc2ccccc2n1C1CCN(C)CC1	-13	/	i	/	-4	-2	3.0	-0.7	-5
CN(C)S(=O)(=O)Nc1ccc(Br)cc1F	-6	3	i	2	-6	-7	1.7	-0.7	-6
CN(CC1COCCO1)c1nc2nonc2nc1N1CCSCC1 (configuration not stated)	1	-3	i	3	-3	4	3.7	-0.5	4
COc1ccc(-c2noc(-c3ccoc3C)n2)cc1	-15	4	i	-7	-15	2	1.5	1.4	11
O=C(/C=C/c1ccco1)NCc1ccc2c(c1)OCO2	-22	-6	i	7	-3	-3	-1.0	-0.5	-3
CC(=O)Nc1ccc(S(=O)(=O)NCc2ccc(C(=O)NCc3ccc(Cl)cc3)cc2)cc1	10	2	i	-21	-3	1	-1.0	0.5	-11
N#Cc1ccccc1NC(=O)Nc1ccccc1	6	-1	/	-7	-4	2	0.7	-0.2	-3
CC1CC(C)CN(CCCNC(=O)CN2C(=O)c3cccnc3Oc3ccc(Cl)cc32)C1 (configuration not stated)	6	-2	i	-5	1	-7	1.2	0.4	-6
O=S(=O)(N/N=C1/CC(c2ccccc2)Oc2ccccc21)c1ccccc1 (configuration not stated)	2	0	i	5	-4	-2	1.1	0.2	15
CC(C)CN1C(=O)NC(NC(=O)c2cccs2)(C(F)(F)F)C1=O (configuration not stated)	6	-1	i	-84	0	3	0.1	-0.7	16
C=CCNC(=O)c1ccc(Cl)cc1Cl	-3	4	i	-3	-1	5	2.1	0.0	-2
O=C(O)c1ccc(S(=O)(=O)c2ccccc2)cc1	3	8	i	6	-1	0	-0.9	0.2	-5
CN(C)c1ncnc2c1ncn2[C@H]1CN(Cc2ccco2)C[C@@H](CO)O1	-4	-2	i	9	-3	1	0.3	0.0	-5
CC1CCN(CC(O)CN2c3ccccc3Sc3ccccc32)CC1 (configuration not stated)	-5	1	i	-1	-1	-1	/	-0.9	-12
COc1cccc(CN(C)CC(=O)Nc2ccccc2C(=O)Nc2ccccc2)c1OC	-1	-4	i	-1	-5	-6	0.4	0.2	21
CC(=O)c1ccc(NC(=O)CSc2ccc(-c3ccco3)nn2)cc1	-13	-3	i	19	-5	-1	-0.3	-0.1	-4
COc1ccc(-n2nc3c(c2NC(=O)c2c(-c4ccccc4Cl)noc2C)CS(=O)(=O)C3)cc1	-1	-2	i	-3	2	-4	-1.0	-0.6	4
CNC(=S)N/N=C(\C)c1ccc2c(c1)OCCO2	-7	-3	i	22	-1	2	3.3	0.5	-4
CN(C(=O)COC(=O)/C=C/c1cccc([N+](=O)[O-])c1)C1CCS(=O)(=O)C1 (configuration not stated)	-3	-1	i	-6	-1	-1	1.1	0.1	-2
Cc1nn(C)c(C)c1S(=O)(=O)N1CCCC(C(=O)N2CCN(c3ccccc3)CC2)C1 (configuration not stated)	6	2	i	-8	-2	-5	-0.1	-0.1	-4
O=C(CN1CCCC1)N1c2ccccc2Sc2ccc(C(F)(F)F)cc21	9	-1	i	1	-2	-6	0.1	-0.4	3
O=C(CCC(=O)N1CCN(S(=O)(=O)c2ccc(Cl)cc2)CC1)Nc1cccc(Br)c1	2	-3	i	0	-4	-3	0.1	0.1	6
CC(C)(C)S(=O)N1Cc2cc(C(=O)NCCCN3CCOCC3)nc(-c3cccc(-c4cc5ccccc5o4)c3)c2[C@@H]1CCO (some centres not stated)	11	-3	i	-11	-1	3	-0.4	-0.4	1
CCOC(=O)C1CC2CC(C1)CN(C(=O)C1CCCCC1)C2 (configuration not stated)	0	6	i	3	-2	-1	-1.1	2.1	2
Nc1nc(SCc2cccnc2)c2ncn(C3OC(CO)C(O)C3O)c2n1 (configuration not stated)	1	3	i	3	-2	-3	-1.0	0.0	-7
N#CC1=C(N)Oc2ccc3ccccc3c2C1c1cccnc1 (configuration not stated)	2	2	i	-8	-1	1	6.6*	0.7	4
COc1ccc(C(=O)NC(=S)N2CCCc3ccccc32)cc1OC	-9	0	i	41*	-15	2	0.8	-2.1	-10
COc1cc(OC)cc(C(=O)OCc2ccc([N+](=O)[O-])cc2)c1	-4	-4	i	11	-2	-9	0.3	-0.4	26
O=C(COc1ccccc1)c1cn(CC(=O)N2CCCC2)c2ccccc12	6	3	i	-7	-7	4	0.0	-1.1	0
CCCOc1ccc(C(O)CCNC(CC(=O)O)c2ccccc2)cc1 (configuration not stated)	-7	1	i	3	-9	-10	-0.3	-0.7	-6

Record cards, from the list above. Order of screens: E coli Lon inh	Rin1 Abl inh	Neddyl block	PABP1 MLLE inh	bovine MsrA act	CSN deneddyl inh	MsrA inhibitor	TbMetRS inhib	FAS TE block
`Cc1nn(C)c(C)c1S(=O)(=O)N1CCCC(C(=O)N2CCN(c3ccccc3)CC2)C1` (configuration not stated) is listed with 6	2	i	-8	-2	-5	-0.1	-0.1	-4
`Nc1nc(SCc2cccnc2)c2ncn(C3OC(CO)C(O)C3O)c2n1` (configuration not stated) is listed with 1	3	i	3	-2	-3	-1.0	0.0	-7
`O=C(COc1ccccc1)c1cn(CC(=O)N2CCCC2)c2ccccc12` is listed with 6	3	i	-7	-7	4	0.0	-1.1	0
`N#CC1=C(N)Oc2ccc3ccccc3c2C1c1cccnc1` (configuration not stated) is listed with 2	2	i	-8	-1	1	6.6*	0.7	4
`O=C(CN1CCCC1)N1c2ccccc2Sc2ccc(C(F)(F)F)cc21` is listed with 9	-1	i	1	-2	-6	0.1	-0.4	3

Remaining list, next part
SMILES	E coli Lon inh	Rin1 Abl inh	Neddyl block	PABP1 MLLE inh	bovine MsrA act	CSN deneddyl inh	MsrA inhibitor	TbMetRS inhib	FAS TE block
Oc1cccc2ccc(/C=C/c3ccccc3Cl)nc12	0	-3	i	-8	-4	2	0.1	0.0	19
O=C(Cn1nnc(-c2cccc(C(F)(F)F)c2)n1)N1CCCCCC1	-3	-1	i	-10	4	3	-0.3	-1.0	2
CC12CCC(C(=O)NCc3ccccc3Cl)(C(Br)C1=O)C2(C)C (configuration not stated)	0	2	i	-4	-8	-9	-1.4	-0.8	-8
Cc1nc2ccccc2c2oc(C(=O)NCCCN3CCCC3=O)cc12	-1	-3	i	-9	-4	-1	-0.3	-1.1	-11
COc1ccc([C@H]2C[C@H](O)[C@@H](n3cc(-c4ccc(F)cc4)nn3)CN2CC2CCCCC2)cc1	-8	3	i	2	-2	-2	-1.7	0.3	18
CC(=O)c1ccc(OC2(C)CCN(CCOc3ccc(C)cc3)C2)cc1 (configuration not stated)	0	2	i	-6	-7	1	-1.5	-0.7	1
O=C(O)c1ccc(-c2nc(-c3ccc(Cl)c(Cl)c3)cs2)cc1	4	-1	i	-11	-2	0	/	-0.2	37
BrC(/C=N/N1CCN(Cc2ccccc2)CC1)=C/c1ccccc1	2	0	i	-4	-11	-4	0.3	-1.2	22
COc1cc(/C=N/n2c(COc3ccccc3)n[nH]c2=S)cc(OC)c1OC(C)=O	-3	0	i	-61	1	-4	0.1	-0.8	0
C[C@H](CO)N1C[C@H](C)[C@@H](CN(C)C(=O)Nc2ccc(C(F)(F)F)cc2)Oc2c(NC(=O)NC3CCCCC3)cccc2C1=O	2	1	i	-12	1	-8	1.6	-0.3	47
O=C(CSc1nnc(COc2cccc3cccnc23)o1)N1CCc2ccccc21	-10	0	i	-10	-3	0	-0.3	0.5	-1
COc1ccccc1NC(=O)COc1ccc(Br)cc1CNCCCN1CCOCC1	5	-3	i	-2	-2	5	-0.9	0.1	-2
CCCCn1nnc(N(C(=O)c2cccs2)C(=O)c2cccs2)n1	14	-8	i	2	-4	-2	-0.2	0.1	0
Cc1ccc(S(=O)(=O)Oc2ccc(C3C4=C(CCCC4=O)OC4=C3C(=O)CCC4)cc2)cc1	-3	0	i	4	-4	2	-0.7	-0.8	25
CCCNC(=O)c1ccc(COc2ccc(Cl)cc2)o1	-1	4	i	1	-3	3	0.3	-0.2	0
O=C(CNC(=O)c1ccccc1)NCC(=O)OCC(=O)c1ccc(F)cc1	1	2	i	-8	-4	-3	-1.6	-1.1	-12
CC(C)C(NS(=O)(=O)c1ccccc1)C(=O)NC1CCCC1 (configuration not stated)	-20	3	i	1	-3	-2	0.5	0.3	-6
Cc1cc(Cl)ccc1OCCCC(=O)NCCN1C(=O)S/C(=C\c2cccnc2)C1=O	-4	0	i	-34	-4	3	2.1	3.7	19
CCOC(=O)N1CCC(N2C(=O)c3ccc(C(=O)NCc4ccco4)cc3C2=O)CC1	-3	-6	i	6	-1	-1	-0.6	-1.0	-3
CC1(C)CC(=O)C(N=Nc2cccc([N+](=O)[O-])c2)=C(O)C1	-10	1	i	-10	0	2	3.4	-0.7	-5
CC[C@@H](C)[C@@H]1CN([C@@H](C)CN2CCC[C@H]2CN2C(N)=NC[C@@H]2Cc2ccccc2)C(=N)N1CCCC1CCCC1	-2	4	i	-18	-8	-2	-0.5	-0.6	-39
CC(C)(C)n1nnnc1C(c1ccncc1)N(Cc1ccccc1)Cc1ccco1 (configuration not stated)	-5	-3	i	-8	-3	3	0.2	0.2	5
